FLuc modulator: counter-screen for miR-21 project: firefly luciferase inhibitors or activators | P08659 | purified FLuc, Km substrates, luminescence inhibition | Potency, µM (top dose mostly 57.5 µM), inactives show at the highest dose activity change, negative = inhibition, usual class: inhibitors | actives 6.9% (n = 360,000); active means well fitted inhibition curve with a large enough effect; inconclusive means small, poorly fitted or top-dose-only effect;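 further: plate controls were vehicle for no effect and reference inhibitor for full effect; nearly all actives have a fitted effect of over 55% in size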
Target sequence (P08659 whole entry, looked up): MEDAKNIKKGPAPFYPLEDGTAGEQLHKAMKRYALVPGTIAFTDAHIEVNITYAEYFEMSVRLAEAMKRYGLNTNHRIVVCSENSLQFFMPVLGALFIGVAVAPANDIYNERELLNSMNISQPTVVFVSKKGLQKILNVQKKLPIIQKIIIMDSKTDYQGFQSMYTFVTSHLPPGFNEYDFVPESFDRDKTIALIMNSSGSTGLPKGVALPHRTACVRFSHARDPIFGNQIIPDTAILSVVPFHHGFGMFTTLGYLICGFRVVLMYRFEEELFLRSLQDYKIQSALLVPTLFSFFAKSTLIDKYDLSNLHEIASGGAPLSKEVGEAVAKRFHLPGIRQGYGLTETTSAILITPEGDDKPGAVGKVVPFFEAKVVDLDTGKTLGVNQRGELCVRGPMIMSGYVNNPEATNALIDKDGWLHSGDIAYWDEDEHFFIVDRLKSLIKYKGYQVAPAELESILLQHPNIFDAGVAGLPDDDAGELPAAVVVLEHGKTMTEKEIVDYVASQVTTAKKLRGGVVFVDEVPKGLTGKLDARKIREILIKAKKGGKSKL
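Biochemical qHTS of compounds, final roughly 60 µM downward over six points, against 10 nM purified firefly luciferase using Km concentrations of substrates (10 uM D-luciferin, 10 uM ATP) in Tris acetate pH 7.5 buffer; luminescence output.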
Active calls of the source: *; ? = inconclusive. Potency means the concentration at half of the fitted maximal effect.

SMILES	FLuc modulator
Cc1ccc(/C=C/c2onc(C)c2S(=O)(=O)N2CCC(C(=O)N3CCC(N(C)C(C)C)CC3)CC2)cc1	-3%
CCCCOC(=O)/C(C#N)=C/c1ccc(-c2ccc(Br)cc2)o1	-19%
COc1ccc(CCNS(=O)(=O)c2cc(-c3cc(C)no3)ccc2OC)cc1OC	-1%
O=C(Cn1c(=O)oc2cc(S(=O)(=O)NCc3ccccc3)ccc21)NCc1ccccc1Cl	-7%
Oc1c(C(c2ccc(F)cc2)N2CCN(Cc3ccccc3)CC2)sc2nc(-c3ccco3)nn12 (configuration not stated)	?
CCn1cc(CNC(=O)c2cc(-c3ccc(C)cc3)nc3ccc(Br)cc23)c(C)n1	?
CCOC(=O)c1ccccc1NC(=O)Cn1nnc2sc3c(c2c1=O)CCCC3	-10%
CCc1cccc(NC(=O)C2CCCN(c3ncnc4onc(-c5ccc(F)cc5)c34)C2)c1 (configuration not stated)	0%
O=C(NCc1ccc(Cl)cc1)c1ccc2c(c1)NC(=O)C(CS(=O)(=O)Cc1ccccc1Cl)N2 (configuration not stated)	4%
CCN(CC)S(=O)(=O)c1cc(-c2onc(C)c2C)ccc1OC	4%
CCOC(=O)c1c(C)oc2ncnc(Nc3ccc(OCC)cc3)c12	1%
Cc1ccc(C)c(-c2nc(Cn3c(=O)cc(-c4ccccc4)c4c(C)nn(C)c43)c(C)o2)c1	3%
COc1ccccc1Cn1c(CNS(=O)(=O)c2ccc(Cl)s2)nc2cccnc21	-9%
CCC(C)NC(=O)C1CCC(CNS(=O)(=O)c2ccc(Cl)cc2)CC1 (configuration not stated)	0%
COc1cccc2c1cc1c(=O)n(CC(=O)N3CCN(c4ccccc4)CC3)nc(C)n12	-2%
CCOc1ccc(N(C)C(CNS(=O)(=O)c2ccccc2)c2ccccc2)cc1 (configuration not stated)	-1%
Cc1ccc(C)c(Cn2c(C(=O)O)c(CNCc3cccs3)c3ccccc32)c1	-3%
COc1ccc(S(=O)(=O)NCC(c2ccco2)S(=O)(=O)c2ccc(C)cc2)cc1C (configuration not stated)	-12%
COc1ccc(-c2noc(CC(=O)Nc3ccc(F)cc3F)n2)cc1	-2%
COc1ccc(-c2nc(SCC(=O)NC3CCCC3)c(-c3ccc(F)cc3)[nH]2)cc1	-8%

Structures shown so far containing a furan ring, fused or not, in the order listed:
SMILES	FLuc modulator
CCCCOC(=O)/C(C#N)=C/c1ccc(-c2ccc(Br)cc2)o1	-19%
Oc1c(C(c2ccc(F)cc2)N2CCN(Cc3ccccc3)CC2)sc2nc(-c3ccco3)nn12 (configuration not stated)	?
CCOC(=O)c1c(C)oc2ncnc(Nc3ccc(OCC)cc3)c12	1%
COc1ccc(S(=O)(=O)NCC(c2ccco2)S(=O)(=O)c2ccc(C)cc2)cc1C (configuration not stated)	-12%

New compounds follow
SMILES	FLuc modulator
COc1ccccc1-c1nc2c3c(-c4ccccc4)c(-c4ccccc4)oc3ncn2n1	4%
CC(=O)c1ccc(NC(=O)Nc2sc3nc4n(c(=O)c3c2C)CCC(C)CC4)cc1 (configuration not stated)	1%
Oc1c(C(c2ccc(Cl)cc2Cl)N2CCN(c3ccccc3)CC2)sc2nc(-c3ccco3)nn12 (configuration not stated)	?
Cc1ccc(-n2nc(C)c3c(C(=O)Nc4ccccc4C(F)(F)F)cc(C)nc32)cc1	2%
COc1ccc(C2c3c(n(C)c4ccccc34)C(=O)N2CC(=O)Nc2cc(Cl)ccc2C)cc1 (configuration not stated)	-7%
COc1ccc(CNC(=O)CCc2c(C)nc3c(c(C)nn3-c3ccccc3)c2C)cc1	-3%
Cc1ccc(OC(=O)CSc2nnc(-c3ccc4c(c3)OCO4)o2)c(C)c1	-6%
CC1CN(C(=O)N2CCC(C(=O)NC3CCCCCC3)CC2)c2ccccc2O1 (configuration not stated)	-7%
CC(C)(C)c1ccc(C(=O)N2CCC(c3noc(-c4ccc(S(=O)(=O)N5CCCC5)cc4)n3)CC2)cc1	-5%
Cc1ccc(S(=O)(=O)c2nc(-c3cccs3)oc2N2CCC(C)CC2)cc1	2%
Cc1ccc(-c2csc(=Nc3ccccc3)n2Cc2ccc3c(c2)OCO3)cc1C	?
COc1ccc(OCc2nc3c4c(-c5ccccc5)c(-c5ccccc5)oc4ncn3n2)cc1	-5%
Cc1nn(CCC(=O)NC(C)C)c(=O)c2nn(-c3ccccc3)c(C)c12	-6%
Cc1cccc(Cn2c(C)c(C)c3cc(C(=O)NCc4ccco4)ccc32)c1	-17%
COCC(=O)N1c2nc(-c3ccco3)nn2C2(CCCCC2)[C@@H]2CCCC[C@@H]21	-6%
COc1ccccc1NC(=O)CSc1nnc(NC(=O)NC2CCCCC2)s1	2.4µM*
CC(C)(C)c1ccc(OCC(=O)Nc2ccc(C(=O)OC3CCCCC3)cc2)cc1	-3%
CC(C)c1ccc(Nc2nc3ccc(C(=O)c4ccccc4)cc3n3cnnc23)cc1	-5%
CCOC(=O)c1ccccc1NC(=O)c1cnn(-c2ccc(OC)cc2)c1C1CCN(C(=O)OC(C)(C)C)CC1	4%
CC1CN(C(=O)CCC(=O)NCc2cccs2)c2cc(Cl)ccc2O1 (configuration not stated)	0%
COc1ccc(C(=O)Oc2cc(-c3ccc4c(c3)OCO4)cc(=O)c3c(C)oc(C)c23)cc1	-17%
Cc1ccc(Cc2nc3ccccc3nc2SCC(=O)N2CCCc3ccccc32)cc1	-6%
COc1cc(OC)c(NC(=O)NCc2ccc3c(c2)CCN3C(C)=O)cc1Cl	0%
Cc1ccc(NC(=O)c2cc(S(=O)(=O)NCCC3=CCCCC3)ccc2F)cc1C	-8%
COc1ccc(C2C(=O)N(C3CCCCC3)CC(=O)N2CCc2ccc(OC)c(OC)c2)cc1 (configuration not stated)	2%
Cc1nc2nc(NC(=O)C(C)(C)C)[nH]n2c(=O)c1Cc1ccccc1	-18%
COC(=O)c1cccc(CN2C(=O)SC(Nc3ccccc3C)C2=O)c1 (configuration not stated)	-1%
Cc1cc(NCc2ccccc2Cl)n2cnnc2n1	2%
O=C(COc1ccccc1)N(Cc1cccnc1)c1nc2ccc(F)cc2s1	5%
Cc1cc(-c2ccc(C)c(S(=O)(=O)Nc3ccc(C)c(N(C)C)c3)c2)on1	-16%
CCOc1ccc2oc(=O)cc(CN3CCN(c4ccc(Cl)cc4)CC3)c2c1	-2%
Cc1ccc(-c2nc(S(=O)(=O)c3ccc(C)cc3)c(N3CCCCCC3)o2)cc1	-9%
CCn1c2ccccc2c2nnc(SCC(=O)O)nc21	?
Cc1ccc(C(=O)N2CCc3cc(CNC(=O)CCc4ccccc4)ccc32)cc1	?
CC(C)(C)c1ccc(C2Sc3ccccc3NC3=C2C(=O)c2ccccc23)cc1 (configuration not stated)	4%
CCOc1ccc(-c2nc(SCC(=O)Nc3cc(F)ccc3F)n3[nH]c(=O)cc3n2)cc1	-1%
COc1ccc(NC(C)=O)cc1NC(=O)C1(c2cccs2)CCOCC1	1%
CC(C)CCNC(=O)c1cn(C)c2ccc(S(=O)(=O)N3CCOCC3)cc2c1=O	-6%
O=C1c2ccccc2-c2onc3c(Br)cc(NC4CCCCC4)c1c23	1%
COc1ccc(C)cc1NC(=O)C(=O)NCCc1sc(-c2ccc(Cl)cc2)nc1C	-8%

3 of the compounds above, with each value named:
COc1cccc2c1cc1c(=O)n(CC(=O)N3CCN(c4ccccc4)CC3)nc(C)n12
  FLuc modulator: -2%
COc1ccc(C)cc1NC(=O)C(=O)NCCc1sc(-c2ccc(Cl)cc2)nc1C
  FLuc modulator: -8%
CC(C)(C)c1ccc(C2Sc3ccccc3NC3=C2C(=O)c2ccccc23)cc1 (configuration not stated)
  FLuc modulator: 4%

Continued.
SMILES	FLuc modulator
COc1ccc(NC(=O)Nc2nnc(N3CCCC3)s2)cc1	3%
Cc1ccc(Nc2ncnc3onc(C)c23)cc1Cl	1%
CCOC(=O)c1sc(NC(=O)/C=C/c2ccc(C(C)C)cc2)c(C(=O)OCC)c1C	-1%
Cc1ccccc1NC(=O)c1c(NC(=O)c2ccncc2)sc2c1CCC(C(C)(C)C)C2 (configuration not stated)	?
CCN(CC)CCCNC(=O)c1c2c(nc3ccccc13)C(=O)N(C1CCCCC1)C2	-4%
Cc1nn2c(C)c(C(=O)NCc3cccc(Br)c3)cnc2c1-c1ccccc1	-11%
Cc1c(Cl)cccc1NC(=O)CN(CCc1ccccc1)S(=O)(=O)c1ccccc1	4%
Cc1ccc(CN2C(=O)c3ccccc3Sc3ccc(C(=O)NC4CCCCC4)cc32)cc1	-7%
Cn1c2ccccc2c2cnn(CC(=O)Nc3ccccc3C(F)(F)F)c(=O)c21	-8%
CCOC(=O)C1CCCN(C(=O)c2cc3c(Cl)nc4ccccc4c3s2)C1 (configuration not stated)	-15%
CCN(CC)c1ccc(NC(=O)c2cc(C)nc3c2c(C)nn3-c2ccc(C)cc2)c(C)c1	-6%
CCOC(=O)c1sc(NC(=O)COc2ccccc2Cl)c(C(=O)OCC)c1C	1%
Cc1ccc(-c2nc(CS(=O)(=O)CC(=O)N3CCN(c4ccccc4)CC3)c(C)o2)cc1	-6%
CCCCSCCCNC(=O)C1CCN(Cc2nc(-c3ccc(CC)cc3)oc2C)CC1	-18%
CCOc1cc(C2Sc3ccccc3NC3=C2C(=O)c2ccccc23)ccc1O (configuration not stated)	?
Cc1nn(CC(=O)NC2CCC(C)CC2)c(=O)c2c1sc1ccccc12 (configuration not stated)	0%
O=C(COc1ccccc1)NCC(c1ccc(Cl)cc1)N1CCCCC1 (configuration not stated)	5%
CCOc1ccccc1NS(=O)(=O)c1c(C)nc2sccn2c1=O	4%
COc1ccc(-c2onc(C)c2C)cc1S(=O)(=O)NCC1CCN(Cc2ccccc2F)CC1	0%
COc1ccc(C(CC(=O)Nc2cc(Cl)c(OC)cc2OC)N2Cc3ccccc3C2=O)cc1 (configuration not stated)	-19%
COc1ccc(NC(=O)CN2C(=O)C(=O)c3ccccc32)c(OC)c1	-1%
COc1ccc(NC(=O)C2CCN(S(=O)(=O)c3c(C)noc3/C=C/c3ccco3)CC2)cc1	-4%
Cc1cc(C)cc(NC(=O)C(=O)NCC(c2ccc3c(c2)OCO3)N2CCOCC2)c1 (configuration not stated)	-3%
CCOC(=O)N1CCN(Cc2nc3cc(NC(=O)c4ccc(F)cc4)ccc3n2C(C)C)CC1	-4%
CCOC(=O)c1ccccc1NC(=O)c1cc2c(s1)-c1c(C)cccc1OC2	-5%
Cc1ccccc1CNC(=O)c1cc2cccc3c2n1CC(C)S3 (configuration not stated)	3%
CC(C)OCCCn1c(=O)c2ccccc2n2c(-c3ccc(F)c(F)c3)nnc12	-6%
CCOC(=O)c1cc2c(=O)n3ccccc3nc2n(Cc2ccco2)c1=NC(=O)c1c(F)cccc1Cl	1%
Cc1cc(C)c2oc(-c3cccc(NC(=O)c4ccc(Br)o4)c3)nc2c1	?
CCOc1ccc(-c2nnc(SCC(=O)NCc3ccccc3)nc2-c2ccc(OCC)c(OC)c2)cc1OC	6%
CC(=O)Nc1c(C)nn(-c2ccccc2)c1N1CCC(C(=O)Nc2ccc(F)cc2Cl)CC1	-1%
COc1cccc(NC(c2nnc(-c3ccccc3)o2)c2ccc(F)cc2Cl)c1 (configuration not stated)	-4%
COc1ccc(CN2CCc3c(c(=O)n4ncc(C(=O)N5CCN(c6ccc(F)cc6)CC5)c4n3C)C2)cc1	-5%
COc1ccccc1CNC(=O)c1oc2ccc(S(=O)(=O)N3CCCCC3)cc2c1C	-1%
O=C(CSc1nnc2scc(-c3ccc(Cl)cc3)n12)Nc1ccc(F)cc1	0%
CCOc1c(Cl)cc(CNc2ccc3[nH]c(=O)[nH]c3c2)cc1OC	-1%
Cc1ccc(CNC(=O)CCSCc2cnn(-c3ccccc3)c2-n2cccc2)cc1	1%
Cc1ccc(O)c(C(CC(=O)NCC2(c3ccccc3)CCCC2)c2ccccc2)c1 (configuration not stated)	0%
Cc1ccc(C)c(CSc2nc3c([nH]c4ccccc43)c(=O)n2C)c1	0%
CCCNC(=O)C1CCN(C(=O)N2CC(C)Oc3ccccc32)CC1 (configuration not stated)	?
COc1cccc(-c2cn3c(n2)sc2cc(C(=O)NC4CCCCCC4)ccc23)c1	-15%
CCOC(=O)c1c(C)[nH]c(C)c1S(=O)(=O)NCC(=O)N(C)c1ccc(C)c(C)c1	-4%
O=C(c1cccc(Cl)c1)N1CCC(c2nc3c(nnn3Cc3ccc(F)cc3F)c(=O)[nH]2)CC1	-7%
CCOc1ccc(C(=O)Nc2ccc(S(=O)(=O)N(Cc3ccccc3)c3ccccc3)cc2)cc1	-2%
COc1ccc(-c2cc3nc(-c4ccc(Br)cc4)cc(C(F)(F)F)n3n2)cc1	2%

Compound activity: PubChem BioAssay, National Center for Advancing Translational Sciences (NCATS)

An excerpt; count on the stated rates, not on these rows.
